Screens: PubChem, several laboratories
PPARg SRC3 recr = PPARgamma agonists recruiting SRC-3 coactivator, primary screen, biochemical | biochemical PPARgamma/SRC-3 coactivator recruitment assay | activation, % at 8 µM | hit rate 0.26% among 200,000; in the data active = activation above about 23%;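 also: 0% = DMSO and 100% = reference agonist; some compounds past the cut are filed as inactive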
Diaph inh CS = diaphorase inhibitors and chemical oxidizers, primary screen, counter-screen for diaphorase-coupled primary assays, biochemical, uHTS, resorufin fluorescence; diaphorase resazurin-to-resorufin fluorescence, NADH, 16 min; bacterial (C. kluyveri) enzyme, not human; inhibition, % at 20 µM; hit rate 0.69% among 190,000; AID 1217, 2008;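 active = primary screen inhibition at 20 µM above a set limit, cut at about 50% in these data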;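 also: plate controls were DMSO with full reaction for no effect and wells lacking NADH for full effect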
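Test system: diaphorase enzyme from Clostridium kluyveri; amount: diaphorase at 0.14 U/mL in enzyme working solution; detection: fluorescence of resorufin formed from resazurin, Ex 544/Em 590 nm; times: reaction incubation of 16 min at room temperature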
SRC2 TRFRET art = TR-FRET signal artefacts, primary screen, artefact control for PPARgamma SRC-2 agonist project, biochemical; TR-FRET artefact counter-screen; stronger effect = higher value; TR-FRET ratio at 8 µM; hit rate 0.4% among 200,000; AID 1049, 2008; in the data active = TR-FRET ratio above about 2000; also: inactives centre near 1500
Diaphorase act = compounds boosting diaphorase resazurin reduction – biochemical, uHTS, resorufin fluorescence, counter-screen for diaphorase-coupled primary assays, primary screen; hit rate 0.005% among 190,000; activation factor at 20 µM; Diaphorase/resazurin coupled assay, 16 min; stronger effect = higher value; 1 = vehicle wells, 0 = NADH-free wells;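 active = diaphorase activity raised at least twofold by the compound at 20 µM; inactive = activation factor below 2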
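Measured by – red resorufin fluorescence at 544/590 nm excitation/emission · Test system – Clostridium kluyveri diaphorase, purified enzyme · Incubation – reaction time 16 min, room temperature · Buffer or medium – 50 mM HEPES pH 7.4 with 4.542 mM MgCl2, 0.005% Tween 20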
S1P3 antag = S1P3 receptor antagonists, primary screen, cell-based; AID 485, 2006; CHO S1P3 NFAT-BLA reporter, FRET fluorescence, antagonist mode; hit rate 0.27% among 170,000; inhibition, % at 4.98 µM; Sphingosine 1-phosphate receptor 3 (Homo sapiens), Q99500;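 active = inhibition above the plate cutoff, the mean inhibition of test wells on that plate plus 3 SD, cut at about 28% in these data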;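 also: cells challenged with S1P at its EC80 of 0.8 µM; blue over green emission ratio from cleaved BLA substrate after 4 h stimulation; 0% = S1P-stimulated wells and 100% = unstimulated DMSO-only wells; some compounds past the cut are filed as inactive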
Target sequence (Q99500 whole entry, looked up): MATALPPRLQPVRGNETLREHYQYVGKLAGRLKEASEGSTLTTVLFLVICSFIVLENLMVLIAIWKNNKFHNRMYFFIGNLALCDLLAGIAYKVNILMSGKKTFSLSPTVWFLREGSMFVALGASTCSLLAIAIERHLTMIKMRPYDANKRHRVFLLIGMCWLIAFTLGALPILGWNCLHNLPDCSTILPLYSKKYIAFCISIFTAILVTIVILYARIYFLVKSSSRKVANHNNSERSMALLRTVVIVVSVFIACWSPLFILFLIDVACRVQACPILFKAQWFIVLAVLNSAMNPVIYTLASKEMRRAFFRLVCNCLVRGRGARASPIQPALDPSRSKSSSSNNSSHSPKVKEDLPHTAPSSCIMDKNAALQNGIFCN
G6PDH counter = L. mesenteroides G6PDH inhibitors, counter-screen for G6PDH-coupled screening assays, biochemical, Leuconostoc mesenteroides enzyme | Purified L. mesenteroides G6PDH, diaphorase/resazurin coupled fluorescence, 45 min | inhibition, % at 5 µM | hit rate 0.12% among 200,000 | AID 1020, 2008; in the data active = inhibition above about 50%
ROMK primary = ROMK potassium channel modulators, primary screen, cell-based, thallium flux, MLSMR library; ATP-sensitive inward rectifier potassium channel 1 (Homo sapiens), P48048; B-score at 10 µM; hit rate 2% among 130,000; AID 1918, 2009; Tet-inducible ROMK, thallium flux fluorescence; actives lie on both sides;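 active = signal ratio slope over the read window, or its plate-corrected B-score, at least 3 SD from the plate mean, either direction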;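 also: B-score of the F/F0 ratio slope over 7 to 12 s after thallium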
PMI activator = activators of human PMI, primary screen, biochemical, fluorescence intensity, near-Km mannose 6-phosphate; Mannose-6-phosphate isomerase (Homo sapiens), P34949; purified human PMI, coupled resazurin fluorescence, 20 min; stronger effect = higher value; 1 = vehicle control, 0 substrate-free wells; activation factor at 20 µM; hit rate 0.005% among 190,000; AID 1214, 2008;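 active = activation factor of 2 or more at 20 µM, relative to plate controls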
Target sequence (P34949 whole entry, looked up): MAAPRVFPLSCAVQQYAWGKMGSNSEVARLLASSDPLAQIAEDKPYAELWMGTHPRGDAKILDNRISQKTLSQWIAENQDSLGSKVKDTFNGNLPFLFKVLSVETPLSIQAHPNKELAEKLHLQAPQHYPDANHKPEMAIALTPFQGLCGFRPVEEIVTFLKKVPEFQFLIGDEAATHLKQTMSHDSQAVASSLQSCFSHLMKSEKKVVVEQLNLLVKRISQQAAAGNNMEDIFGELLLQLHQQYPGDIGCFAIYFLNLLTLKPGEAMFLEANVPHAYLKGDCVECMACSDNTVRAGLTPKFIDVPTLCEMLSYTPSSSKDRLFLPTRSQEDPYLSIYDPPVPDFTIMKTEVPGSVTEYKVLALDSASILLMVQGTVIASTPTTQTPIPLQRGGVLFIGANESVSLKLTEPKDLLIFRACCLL
PPARg SRC2 recr = agonists of PPARg-SRC-2 recruitment, primary screen, biochemical, HTS; activation, % at 8 µM; PPARgamma LBD-SRC-2 recruitment; Peroxisome proliferator-activated receptor gamma (Homo sapiens), P37231; hit rate 0.34% among 200,000; in the data active = activation above about 22%;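 also: 0% = vehicle and 100% = reference agonist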
PPARg SRC-1 ag = PPARgamma agonists recruiting SRC-1 coactivator, primary screen, biochemical. Peroxisome proliferator-activated receptor gamma (Homo sapiens), P37231. PPARgamma-SRC-1 coactivator recruitment biochemical assay. activation, % at 8 µM. hit rate 0.41% among 200,000. AID 631, 2007; in the data active = activation above about 19%;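 also: 0% = DMSO and 100% = reference agonist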
PMI act satM6P = human PMI activators, high substrate, primary screen, biochemical, fluorescence intensity, near-saturating mannose 6-phosphate. coupled PMI enzyme assay, resazurin fluorescence, 20 min; stronger effect = higher value; 1 = untreated enzyme, 0 = substrate-free blank. activation factor at 20 µM. hit rate 0.34% among 190,000. AID 1216, 2008;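 active = activation factor of 2 or more at 20 µM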
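assay system = human phosphomannose isomerase with PGI, G6PDH, diaphorase coupling enzymes | quantity = 15 ng/mL PMI | incubation = enzyme reaction with compound 20 min at room temperature | medium = HEPES pH 7.4 buffer with MgCl2 and Tween-20 | compound dosing = one concentration, 20 µM, in 1% DMSO | measured by = Diaphorase-driven resazurin-to-resorufin fluorescence, excitation 544, emission 590 nm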
Starred values were filed as active, the others as inactive; nt = no result given.

#1 COc1cccc(NS(=O)(=O)c2cn(C)c(=O)n(C)c2=O)c1
#2 O=C(Nc1cc(C(F)(F)F)ccc1Cl)C1CCN(c2nnc(-n3cccc3)s2)CC1
#3 CCN(CCn1cccn1)C(=O)c1cc(COc2ccc(F)cc2Cl)on1
#4 Cc1ccc(S(=O)(=O)N(C)C)cc1NC(=S)N(CCC#N)Cc1cccnc1
#5 CN(C)CCNC(=O)Nc1cccc(Cl)c1Cl
assay / entry,1,2,3,4,5
PPARg SRC3 recr,15,1,-2,1,0
Diaph inh CS,20,-22,3,6,12
SRC2 TRFRET art,1507,1708,1425,1643,1661
Diaphorase act,0.8,1.2,1,0.9,0.9
S1P3 antag,-16,-44,-5,-6,nt
G6PDH counter,1,4,3,-1,0
ROMK primary,nt,nt,-0.019,-0.77,nt
PMI activator,0.9,1.1,1,1,1
PPARg SRC2 recr,9,-5,3,3,2
PPARg SRC-1 ag,0,-12,-3,2,-4
PMI act satM6P,0.9,1.1,1,1,0.9

#6 CN(C)c1ccc(CN(C(=O)C2COc3ccccc3O2)C2CCS(=O)(=O)C2)cc1 (centres undefined)
#7 CCCC(=O)NC(C)c1nc2ccccc2n1C (centres undefined)
#8 O=C(c1cc2sccc2n1Cc1ccc(F)cc1)N1CCc2ccccc21
#9 COCCN(CCOC)Cc1cc(=O)oc2cc3c(cc12)CCC3
#10 COc1ccc(C)cc1-n1nc2ccccc2n1
assay / entry,6,7,8,9,10
PPARg SRC3 recr,10,1,-2,-1,0
Diaph inh CS,6,5,-4,17,12
SRC2 TRFRET art,1559,1571,2950*,1466,1494
Diaphorase act,0.9,0.9,1,0.8,0.9
S1P3 antag,20,-15,nt,2,-4
G6PDH counter,1,39,2,4,2
ROMK primary,nt,nt,-0.94,nt,-1.4
PMI activator,0.9,0.9,1.1,1,1
PPARg SRC2 recr,-1,-2,12,-1,-2
PPARg SRC-1 ag,14,2,3,8,0
PMI act satM6P,1,0.9,1,1,0.9

#11 COc1ccc(Cl)cc1C(=O)N(Cc1nc(-c2cccc(C)c2)no1)C(C)C
#12 CCOc1ccccc1C1C(C(=O)Nc2ccc(OC)cc2)=C(C)Nc2nc(CCCO)nn21 (centres undefined)
#13 CC(C)COc1ccc(-c2nnc(-c3ccco3)o2)cc1
#14 Cc1cccc(OCC(=O)Nc2ccc(N3CCN(C(=O)c4ccco4)CC3)cc2)c1
#15 Cc1ccc2[nH]c(=O)c(-c3nc4cc(C)ccn4c3NCc3ccco3)cc2c1
assay / entry,11,12,13,14,15
PPARg SRC3 recr,9,13,-2,5,5
Diaph inh CS,35,21,0,10,47
SRC2 TRFRET art,1478,1555,1405,1574,1726
Diaphorase act,0.7,0.8,1,0.9,0.5
S1P3 antag,6,0,0,nt,25
G6PDH counter,1,8,0,6,6
ROMK primary,nt,nt,0,nt,0.54
PMI activator,0.9,0.9,1,0.8,0.9
PPARg SRC2 recr,4,14,-6,1,4
PPARg SRC-1 ag,0,2,-3,10,3
PMI act satM6P,0.9,0.7,1.1,0.9,0.5

Pulled by structure from the entries so far:
#11 COc1ccc(Cl)cc1C(=O)N(Cc1nc(-c2cccc(C)c2)no1)C(C)C
#13 CC(C)COc1ccc(-c2nnc(-c3ccco3)o2)cc1
#12 CCOc1ccccc1C1C(C(=O)Nc2ccc(OC)cc2)=C(C)Nc2nc(CCCO)nn21 (centres undefined)
assay / entry,11,13,12
PPARg SRC3 recr,9,-2,13
Diaph inh CS,35,0,21
SRC2 TRFRET art,1478,1405,1555
Diaphorase act,0.7,1,0.8
S1P3 antag,6,0,0
G6PDH counter,1,0,8
ROMK primary,nt,0,nt
PMI activator,0.9,1,0.9
PPARg SRC2 recr,4,-6,14
PPARg SRC-1 ag,0,-3,2
PMI act satM6P,0.9,1.1,0.7

(list continues)
#16 CCN(CC(=O)Nc1cccc(OC)c1)C(=O)C1CCN(C(=O)Nc2ccccc2)CC1
#17 CCC(C)NCCCCOc1ccc(Br)cc1 (centres undefined)
#18 CC1CC(C)(C)NC(=S)N1CC(=O)N(C)Cc1ccccc1 (centres undefined)
#19 O=C(CCCCCN1C(=O)c2ccccc2C1=O)NC1CCCC1
#20 COc1ccc(C2C(C(=O)c3sc(C)nc3C)=C(O)C(=O)N2CCN(C)C)cc1OC (centres undefined)
assay / entry,16,17,18,19,20
PPARg SRC3 recr,2,3,5,10,-5
Diaph inh CS,2,8,0,20,11
SRC2 TRFRET art,1658,1641,1737,1629,1407
Diaphorase act,1,0.9,1,0.8,0.9
S1P3 antag,-3,1,-3,-3,-27
G6PDH counter,15,0,-7,4,11
ROMK primary,nt,nt,0.051,0.44,nt
PMI activator,1.1,1,1,0.9,0.9
PPARg SRC2 recr,6,5,5,-7,3
PPARg SRC-1 ag,3,1,4,5,-5
PMI act satM6P,1,1,1.1,0.9,1

#21 COc1cccc(/C=C/C(=O)Nc2ccc(OC)nc2)c1
#22 COc1ccc(NC(=O)c2nnn(Cc3cccc(F)c3)c2N)c(OC)c1
#23 CC1CC(=O)Nc2ccccc2S1(=O)=O (centres undefined)
#24 CCn1c(SCC(=O)c2c[nH]c3ccccc23)nnc1-c1cccs1
#25 CCc1cccc(NC(=O)Cn2c(=O)oc3cc(S(=O)(=O)N4CCOCC4)ccc32)c1
assay / entry,21,22,23,24,25
PPARg SRC3 recr,2,-1,1,5,3
Diaph inh CS,0,8,9,12,2
SRC2 TRFRET art,1676,1667,1386,1581,1582
Diaphorase act,1,0.9,0.9,0.9,1
S1P3 antag,-7,51,4,32,nt
G6PDH counter,-11,3,9,-44,8
ROMK primary,nt,nt,nt,nt,nt
PMI activator,1,1,0.9,0.9,1.1
PPARg SRC2 recr,10,2,13,20,-9
PPARg SRC-1 ag,9,-1,-10,3,8
PMI act satM6P,0.9,1,0.9,0.9,1.1

#26 CN(C)C(=O)CSc1nnc(-c2ccncc2)n1Cc1ccco1
#27 Cc1cc(C)c(NC(=O)Cn2c(=O)n(-c3ccc(CC(=O)NCC4CCCO4)cc3)c(=O)c3ccccc32)c(C)c1 (centres undefined)
#28 Cc1cc(C)c(C)c(C(=O)C2OC(=O)C(C)(C)C(=O)C2(C)C)c1C (centres undefined)
#29 CCc1ccc(NC(=O)N(CCN(C)C)C(C)c2cccnc2)cc1 (centres undefined)
#30 O=C(CCCSc1ccccc1)Nc1nc(-c2ccccn2)cs1
assay / entry,26,27,28,29,30
PPARg SRC3 recr,-4,4,0,4,0
Diaph inh CS,0,8,-3,-10,12
SRC2 TRFRET art,1725,1571,1513,1604,1686
Diaphorase act,1,0.9,1,1.1,0.9
S1P3 antag,1,-9,7,nt,nt
G6PDH counter,6,-3,2,6,7
ROMK primary,-0.09,1,-0.19,nt,0.057
PMI activator,1.1,1,1,1.1,1
PPARg SRC2 recr,2,1,8,6,13
PPARg SRC-1 ag,-1,8,6,7,0
PMI act satM6P,1,1,1,1.1,1

#31 O=C(O)c1cccc(NC(=O)C2CC(=O)N(Cc3ccccc3)C2)c1 (centres undefined)
#32 OCCN(Cc1ccccc1)Cc1cccc(F)c1
#33 CSc1ccc(/C=N/NC(=O)CN2CCN(Cc3ccc(Cl)cc3)CC2)cc1
#34 O=C(CCSCc1ccccc1Cl)NCc1ccco1
#35 CCNC(=O)/N=C1/NC(=O)C(C(C)C)O1 (centres undefined)
assay / entry,31,32,33,34,35
PPARg SRC3 recr,12,8,2,4,-2
Diaph inh CS,8,12,4,3,11
SRC2 TRFRET art,1614,1630,1622,1656,1400
Diaphorase act,0.9,0.9,1,1,0.9
S1P3 antag,-19,-1,-16,5,-22
G6PDH counter,3,-1,3,7,-4
ROMK primary,nt,nt,nt,-0.67,nt
PMI activator,0.9,0.9,1,1.1,1
PPARg SRC2 recr,10,0,1,11,-1
PPARg SRC-1 ag,-5,2,1,-5,-6
PMI act satM6P,0.9,1,1.1,1.1,1

#36 COC(CNC(=O)CSCc1nc(-c2ccc(SC)cc2)oc1C)OC
#37 Cc1occc1-c1nnc(SCC(=O)NCCc2ccccc2)o1
#38 Cc1ccc([N+](=O)[O-])cc1S(=O)(=O)NCc1cccnc1
#39 O=C(C1CCCN(c2ncccn2)C1)N1CCc2ccccc21 (centres undefined)
#40 O=C(Nc1cccc([N+](=O)[O-])c1)Nc1ccc(Cl)cn1
#41 Cc1ccc(-c2ccc(/C=C(\C#N)C(=O)Nc3cc(C)nn3-c3ccccc3)o2)cc1
#42 COc1ccc(CC(=O)N2CCN=C2SC)cc1
assay / entry,36,37,38,39,40,41,42
PPARg SRC3 recr,6,-5,0,4,-3,4,4
Diaph inh CS,5,20,-8,13,4,14,11
SRC2 TRFRET art,1503,1391,1458,1698,1421,1491,1568
Diaphorase act,0.9,0.8,1.1,0.9,1,0.9,0.9
S1P3 antag,-11,-15,-2,-3,-5,nt,4
G6PDH counter,7,7,9,8,0,-66,-3
ROMK primary,-1.3,0.38,1.1,nt,0.87,nt,nt
PMI activator,1,1,0.9,1,1,0.9,1
PPARg SRC2 recr,1,-3,-5,-1,-8,1,-4
PPARg SRC-1 ag,-2,-4,-5,-7,-10,10,2
PMI act satM6P,0.9,0.9,1.1,0.9,1,0.9,1
